hcDAF-12 act: activators of H. contortus DAF-12 nuclear receptor; activation, % at 6.8 µM; actives 1.4% (n = 370,000); HEK293 hcDAF-12 lit1-tk-luc reporter, luminescence; 0% DMSO, 100% Δ7-dafachronic acid;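 active = activation above the mean of all tested compounds plus 3 SD, cut at about 5.5% in these data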;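 also: 100% = response to 3 µM Δ7-dafachronic acid high control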
HGIII-sPLA2 inh: Inhibits HGIII-sPLA2 liposome hydrolysis, primary screen. Q9NZ20. QFRET BODIPY PC-A2 liposome hydrolysis, fluorescence. inhibition, % at 12.2 µM. actives 0.56% (n = 370,000). AID 743126;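 active = inhibition above mean plus 3 SD of compounds lying within the high and low control bounds, cut at about 19% in these data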;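 also: 0% = median of test compound wells and 100% = no enzyme DMSO wells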
hgDAF-12 ag: agonists of H. glycines DAF-12 nuclear receptor; actives 1.8% (n = 370,000); AID 687014; HEK293 GAL4-hgDAF12 UAS-luciferase reporter, agonist luminescence; normalized to butyrate control; activation, % at 6.8 µM;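 active = activation above a cutoff set at the mean of all screened compounds plus 3 SD, cut at about 10% in these data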;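 also: 0% = DMSO wells and 100% = sodium butyrate wells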
DAX1 inh-1: DAX1 (NR0B1) inhibition, primary screen; HEK293T StAR-luciferase reporter, SF-1/DAX-1 repression relief; inhibition, % at 6.8 µM; actives 1.1% (n = 370,000); AID 652010;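 active = inhibition above the mean over all tested compounds plus 3 SD, cut at about 3.6% in these data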;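 also: 0% = DAX-1 cells with DMSO and 100% = cells lacking DAX-1 with DMSO; higher inhibition means more luminescence from relief of DAX-1 repression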
GAA850 FXN act: activators of GAA850 frataxin (FXN) promoter; HEK293 lucGAA850 FXN promoter luciferase reporter, 24 h; percent of 10 µM SAHA response; activation, % at 6 µM; actives 0.56% (n = 360,000);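 active = activation above the average of all compounds screened plus 3 SD, cutoff fixed separately per campaign, cut at about 7.5% in these data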;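 also: 0% = DMSO wells and 100% = 10 µM SAHA wells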
GC-B act: GC-B (human) receptor activation. P20594. HEK293-GC-B cells, CNP EC30, cGMP TR-FRET; 0% at EC30 CNP, 100% saturating CNP. activation, % at 10 µM. actives 0.11% (n = 370,000). AID 1920062;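 active = activation at 10 µM reaching about 35% in either raw or pattern-adjusted values, limit read from the data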
ssDAF12 agonist: S. stercoralis DAF-12 activation, primary screen. HEK293 ssDAF-12/GRIP1 lit1-tk-luc reporter, luminescence; % of 3 µM dafachronic acid response. activation, % at 6.8 µM. actives 1% (n = 370,000). AID 652126;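 active = activation above the mean over all tested compounds plus 3 SD, cut at about 0.9% in these data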;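 also: 0% = DMSO-only wells and 100% = 3 µM delta7-dafachronic acid wells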
SMARCA2 activ: activators of SMARCA2 function; MG213 cells, MMTV-luciferase reporter, dexamethasone, overnight; activation, % at 9.1 µM; actives 1% (n = 370,000); AID 652017; in the data active = activation above about 7.8%;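 also: 0% = vehicle wells and 100% = reference activator wells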
DAX1 inh-2: inhibits human nuclear receptor DAX1. HEK293 Gal4-DAX1 luciferase reporter, luminescence. inhibition, % at 6.75 µM. actives 0.99% (n = 340,000). AID 504766;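 active = inhibition above the mean over all tested compounds plus 3 SD, cut at about 4.2% in these data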;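 also: 0% = DAX1-transfected cells with DMSO and 100% = empty-vector control cells with DMSO; inhibition shows as a rise in luminescence from relieved DAX1 repression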
GC-A act: GC-A (human) enzyme activation | P16066 | HEK293 GC-A cells, cGMP TR-FRET, EC30 ANP; 0% at EC30 ANP, 100% saturating ANP | activation, % at 10 µM | actives 0.14% (n = 370,000); in the data active = activation above about 40%
Target sequence (P16066 whole entry, looked up): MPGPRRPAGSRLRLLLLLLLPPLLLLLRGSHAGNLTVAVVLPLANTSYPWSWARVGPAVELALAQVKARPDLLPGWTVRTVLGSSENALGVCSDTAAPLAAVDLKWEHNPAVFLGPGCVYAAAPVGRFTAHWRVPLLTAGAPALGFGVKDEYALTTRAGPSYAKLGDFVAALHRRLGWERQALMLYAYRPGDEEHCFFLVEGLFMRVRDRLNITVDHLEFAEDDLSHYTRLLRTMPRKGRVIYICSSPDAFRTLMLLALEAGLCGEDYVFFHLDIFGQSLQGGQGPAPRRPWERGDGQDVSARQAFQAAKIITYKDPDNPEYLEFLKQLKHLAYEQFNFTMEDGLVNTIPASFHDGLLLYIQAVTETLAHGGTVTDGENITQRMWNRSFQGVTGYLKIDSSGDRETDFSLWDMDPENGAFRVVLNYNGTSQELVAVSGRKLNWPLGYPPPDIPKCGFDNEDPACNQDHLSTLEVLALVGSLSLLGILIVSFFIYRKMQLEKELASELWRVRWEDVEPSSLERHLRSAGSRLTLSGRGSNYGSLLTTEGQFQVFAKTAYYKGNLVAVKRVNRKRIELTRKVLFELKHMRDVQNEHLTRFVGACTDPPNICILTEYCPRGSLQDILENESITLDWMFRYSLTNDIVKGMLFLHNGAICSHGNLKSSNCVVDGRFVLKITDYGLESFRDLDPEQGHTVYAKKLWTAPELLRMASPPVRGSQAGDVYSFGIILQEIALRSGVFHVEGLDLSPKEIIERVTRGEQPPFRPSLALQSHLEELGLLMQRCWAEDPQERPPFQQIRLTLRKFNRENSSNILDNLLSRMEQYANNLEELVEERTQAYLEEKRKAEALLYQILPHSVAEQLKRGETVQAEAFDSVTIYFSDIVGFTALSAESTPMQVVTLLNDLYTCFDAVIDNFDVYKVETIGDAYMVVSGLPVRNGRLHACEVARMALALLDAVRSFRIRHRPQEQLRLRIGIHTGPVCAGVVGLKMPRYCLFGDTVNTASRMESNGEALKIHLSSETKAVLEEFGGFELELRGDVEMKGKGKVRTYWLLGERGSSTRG
ADAM10 inh: ADAM10 inhibition, QFRET primary screen; inhibition, % at 7 µM; recombinant ADAM10, EDANS/DABCYL FRET peptide cleavage, 3 h; actives 0.62% (n = 370,000); AID 720582;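 active = inhibition above a per-campaign cutoff equal to the mean of compounds falling between control-based bounds plus 3 SD, cut at about 20% in these data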;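 also: 0% = DMSO wells while the 100% control is not disclosed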
* = called active by the depositor.

O=C(OCc1cn([C@H]2CN(C(=O)c3cccs3)[C@@H](c3ccc(Cl)cc3)C[C@@H]2O)nn1)c1ccccc1 was read as hcDAF-12 act -1.1, HGIII-sPLA2 inh -34, hgDAF-12 ag 4.5, DAX1 inh-1 -0.7, GAA850 FXN act 0.2, GC-B act -4, ssDAF12 agonist -1.1, SMARCA2 activ -1, DAX1 inh-2 0.6, GC-A act 1 and ADAM10 inh 17.
For CC[C@]12c3[nH]c4cc(-c5ccco5)ccc4c3CCN1C(=O)[C@@H](CC(=O)NCCCn1ccnc1)C[C@@H]2C(=O)N1CCN(C(=O)C2CC2)CC1 the results were hcDAF-12 act 0.1, HGIII-sPLA2 inh -4, hgDAF-12 ag 1.2, DAX1 inh-1 -0.1, GAA850 FXN act 1.8, GC-B act 5, ssDAF12 agonist -0.3, SMARCA2 activ -1, DAX1 inh-2 -0.7, GC-A act 3 and ADAM10 inh -170.
`C=CC[C@@H](CC(=O)N(CCO)Cc1ccccc1)C(=O)N[C@@H](C)COC(=O)[C@@H](CC=C)CC(=O)OC(C)(C)C` gave hcDAF-12 act 0.3, HGIII-sPLA2 inh -8, hgDAF-12 ag -2.2, DAX1 inh-1 -0.7, GAA850 FXN act -4.6, GC-B act 0, ssDAF12 agonist -1.2, SMARCA2 activ 1, DAX1 inh-2 -0.6, GC-A act -4 and ADAM10 inh 4.
Screening CSc1cccc(N2CC(C(=O)NCCC3=CCCCC3)CC2=O)c1 (centres undefined) returned hcDAF-12 act -0.4, HGIII-sPLA2 inh -10, hgDAF-12 ag -0.5, DAX1 inh-1 1.6, GAA850 FXN act 1.7, GC-B act 1, ssDAF12 agonist -0.8, SMARCA2 activ 0, DAX1 inh-2 -0.3, GC-A act -1 and ADAM10 inh 1.
O=C(COc1cc(Cl)c(Cl)cc1Cl)NCCc1ccccn1 was read as hcDAF-12 act -0.7, HGIII-sPLA2 inh -1, hgDAF-12 ag 0.8, DAX1 inh-1 1.6, GAA850 FXN act 1.0, GC-B act -7, ssDAF12 agonist -0.8, SMARCA2 activ -1, DAX1 inh-2 0.9, GC-A act 1 and ADAM10 inh 10.
For Cc1cc(Cl)ccc1OC(C)c1nnc(N)s1 (centres undefined) the results were hcDAF-12 act -1.6, HGIII-sPLA2 inh -1, hgDAF-12 ag -1.6, DAX1 inh-1 -0.5, GAA850 FXN act 4.0, GC-B act 0, ssDAF12 agonist -2.3, SMARCA2 activ -2, DAX1 inh-2 1.1, GC-A act 7 and ADAM10 inh 2.
COc1ccc(-c2cn(CCC(=O)O)c(C)n2)cc1 was read as hcDAF-12 act -1.2, HGIII-sPLA2 inh 13, hgDAF-12 ag 1.4, DAX1 inh-1 -0.7, GAA850 FXN act -0.3, GC-B act 7, ssDAF12 agonist -1.1, SMARCA2 activ 0, DAX1 inh-2 -0.2, GC-A act 1 and ADAM10 inh 4.
`COc1ccc(S(=O)(=O)N(CC(=O)NC2CC2)C2CCCCC2)cc1Cl` gave hcDAF-12 act -1.2, HGIII-sPLA2 inh -4, hgDAF-12 ag -2.4, DAX1 inh-1 -0.1, GAA850 FXN act 1.0, GC-B act -8, ssDAF12 agonist -1.7, SMARCA2 activ -1, DAX1 inh-2 -1.3, GC-A act -14 and ADAM10 inh -5.
`O=C(COc1ccc(Cl)cc1)NCC(=O)N/N=C/c1cccs1` gave hcDAF-12 act 0.1, HGIII-sPLA2 inh -2, hgDAF-12 ag 0.1, DAX1 inh-1 2.5, GAA850 FXN act -1.0, GC-B act 2, ssDAF12 agonist -1.2, SMARCA2 activ 6, DAX1 inh-2 -1.2, GC-A act -3 and ADAM10 inh 0.
`CCNC(=S)N1CCN(c2cccc(C(F)(F)F)c2)CC1` gave hcDAF-12 act -0.8, HGIII-sPLA2 inh 18, hgDAF-12 ag -0.1, DAX1 inh-1 -1.0, GAA850 FXN act 1.7, GC-B act -3, ssDAF12 agonist -2.1, SMARCA2 activ -2, DAX1 inh-2 0.9, GC-A act -1 and ADAM10 inh -9.
`CCOC(=O)/C=C/C(=O)Nc1ccccc1-c1ccccc1NC(=O)/C=C/C(=O)OCC` gave hcDAF-12 act -2.0, HGIII-sPLA2 inh -3, hgDAF-12 ag -2.0, DAX1 inh-1 -0.7, GAA850 FXN act 2.1, GC-B act -5, ssDAF12 agonist -1.3, SMARCA2 activ 7, DAX1 inh-2 1.6, GC-A act -5 and ADAM10 inh 0.
`Nc1c(C(=O)CSc2nnc(-c3ccccc3F)o2)c(=O)[nH]c(=O)n1C1CC1` gave hcDAF-12 act 0.7, HGIII-sPLA2 inh 6, hgDAF-12 ag 0.7, DAX1 inh-1 -0.9, GAA850 FXN act 0.4, GC-B act -4, ssDAF12 agonist -0.5, SMARCA2 activ -3, DAX1 inh-2 0.0, GC-A act 0 and ADAM10 inh -4.
For COc1ccc(C(=O)/C(C)=N/O)cc1OC the results were hcDAF-12 act 0.2, HGIII-sPLA2 inh 4, hgDAF-12 ag -1.5, DAX1 inh-1 -0.7, GAA850 FXN act 1.1, GC-B act 6, ssDAF12 agonist -1.1, SMARCA2 activ 1, DAX1 inh-2 -0.6, GC-A act -1 and ADAM10 inh -2.
Screening C=CCNC(=S)N(CC=C)C1CCS(=O)(=O)C1 (centres undefined) returned hcDAF-12 act -2.1, HGIII-sPLA2 inh 2, hgDAF-12 ag 1.6, DAX1 inh-1 0.3, GAA850 FXN act -1.4, GC-B act 1, ssDAF12 agonist -0.5, SMARCA2 activ -1, DAX1 inh-2 -0.4, GC-A act 6 and ADAM10 inh 3.
Cc1cc(OCc2nnc(SCC(=O)O)n2-c2ccccc2)ccc1Cl was read as hcDAF-12 act -0.2, HGIII-sPLA2 inh -8, hgDAF-12 ag 0.7, DAX1 inh-1 -0.4, GAA850 FXN act 0.3, GC-B act 2, ssDAF12 agonist -0.7, SMARCA2 activ 2, DAX1 inh-2 -0.5, GC-A act -3 and ADAM10 inh -4.
Screening CC(=C/c1ccco1)/C=N/NC(=O)c1nnn(-c2nonc2N)c1CN(C)C returned hcDAF-12 act -0.6, HGIII-sPLA2 inh -1, hgDAF-12 ag -2.1, DAX1 inh-1 -0.7, GAA850 FXN act 3.4, GC-B act 3, ssDAF12 agonist -1.3, SMARCA2 activ -6, DAX1 inh-2 -1.1, GC-A act 0 and ADAM10 inh -4.
Screening COc1ccc(S(=O)(=O)Nc2ccc3c(c2)N(C(C)=O)CCC3)cc1 returned hcDAF-12 act -2.4, HGIII-sPLA2 inh -5, hgDAF-12 ag -5.9, DAX1 inh-1 -6.0, GAA850 FXN act 0.1, GC-B act 2, ssDAF12 agonist -1.8, SMARCA2 activ -4, DAX1 inh-2 -0.7, GC-A act 0 and ADAM10 inh -14.
For Cc1ccc(C(=O)c2c3ccccc3[n+]([O-])n2CCO)cc1 the results were hcDAF-12 act 0.6, HGIII-sPLA2 inh -2, hgDAF-12 ag 0.1, DAX1 inh-1 -0.4, GAA850 FXN act -0.8, GC-B act 10, ssDAF12 agonist -0.4, SMARCA2 activ 3, DAX1 inh-2 1.0, GC-A act 0 and ADAM10 inh 0.
`Cc1cc(NC(=O)CSc2nc(-c3cccs3)nc3ccccc23)no1` gave hcDAF-12 act -1.6, HGIII-sPLA2 inh -1, hgDAF-12 ag -0.2, DAX1 inh-1 -4.4, GAA850 FXN act -2.2, GC-B act -6, ssDAF12 agonist -1.6, SMARCA2 activ -1, DAX1 inh-2 -2.3, GC-A act -1 and ADAM10 inh -50.
For CCCCC(=O)OCC(=O)N1N=C(c2c[nH]c3ccccc23)C(O)C1c1ccc(OC)cc1 (centres undefined) the results were hcDAF-12 act 0.1, HGIII-sPLA2 inh -63, hgDAF-12 ag 0.3, DAX1 inh-1 -0.4, GAA850 FXN act -0.6, GC-B act -1, ssDAF12 agonist -1.2, SMARCA2 activ -4, DAX1 inh-2 -0.6, GC-A act 9 and ADAM10 inh -70.
CNC(=S)N1CCN(c2ccccc2OC)CC1 was read as hcDAF-12 act -1.3, HGIII-sPLA2 inh 12, hgDAF-12 ag 1.2, DAX1 inh-1 -0.8, GAA850 FXN act 0.8, GC-B act 10, ssDAF12 agonist -1.1, SMARCA2 activ -5, DAX1 inh-2 -0.3, GC-A act 0 and ADAM10 inh -6.
Screening Cc1cccc(C(=O)NNS(=O)(=O)c2ccccc2[N+](=O)[O-])c1 returned hcDAF-12 act -0.7, HGIII-sPLA2 inh 4, hgDAF-12 ag 0.4, DAX1 inh-1 0.1, GAA850 FXN act 0.5, GC-B act 0, ssDAF12 agonist -1.3, SMARCA2 activ 3, DAX1 inh-2 0.0, GC-A act 5 and ADAM10 inh -2.
CC(=O)c1ccc(N2C(=O)[C@@H]3C(CCC(N)=O)NC4(C(=O)Nc5c4ccc(Cl)c5C)[C@@H]3C2=O)cc1 (some centres undefined) was read as hcDAF-12 act 2.5, HGIII-sPLA2 inh 5, hgDAF-12 ag 0.2, DAX1 inh-1 0.2, GAA850 FXN act -0.8, GC-B act 1, ssDAF12 agonist 0.2, SMARCA2 activ 0, DAX1 inh-2 3.3, GC-A act 0 and ADAM10 inh -10.
Screening O=C(Cc1cccs1)Nc1ccc(-c2nc3ccccc3[nH]2)cc1 returned hcDAF-12 act 2.4, HGIII-sPLA2 inh -8, hgDAF-12 ag 7.2, DAX1 inh-1 2.2, GAA850 FXN act 4.2, GC-B act 9, ssDAF12 agonist -0.4, SMARCA2 activ 8.8*, DAX1 inh-2 0.1, GC-A act 10 and ADAM10 inh -103.
Screening O=C(O)c1cc(S(=O)(=O)Nc2cc(Cl)ccc2Oc2ccccc2)ccc1O returned hcDAF-12 act 0.5, HGIII-sPLA2 inh -35, hgDAF-12 ag -0.5, DAX1 inh-1 0.5, GAA850 FXN act -0.2, GC-B act 2, ssDAF12 agonist -1.1, SMARCA2 activ 3, DAX1 inh-2 0.1, GC-A act 0 and ADAM10 inh -4.
COc1ccc(-c2noc3c2-c2nc(-c4ccc(C)cc4)sc2CC3)cc1 was read as hcDAF-12 act 0.6, HGIII-sPLA2 inh 2, hgDAF-12 ag 0.4, DAX1 inh-1 0.1, GAA850 FXN act 0.0, GC-B act -15, ssDAF12 agonist -1.5, SMARCA2 activ 3, DAX1 inh-2 -1.1, GC-A act -3 and ADAM10 inh 2.
For CCOC(=O)c1sc(NC(=O)CNC(=O)Cn2cnc3sc(C)c(C)c3c2=O)nc1C the results were hcDAF-12 act -0.4, HGIII-sPLA2 inh -2, hgDAF-12 ag 0.2, DAX1 inh-1 0.6, GAA850 FXN act 2.6, GC-B act -1, ssDAF12 agonist -1.1, SMARCA2 activ 1, DAX1 inh-2 0.1, GC-A act 5 and ADAM10 inh -2.
CCN(CC)C(=O)[C@H]1C[C@H](CC(=O)NCCc2ccccn2)C(=O)N2CCc3c([nH]c4cc(CCC(=O)N(C)C)ccc34)[C@]12C was read as hcDAF-12 act 2.6, HGIII-sPLA2 inh -3, hgDAF-12 ag 2.0, DAX1 inh-1 0.7, GAA850 FXN act 0.9, GC-B act 4, ssDAF12 agonist -1.1, SMARCA2 activ -3, DAX1 inh-2 -0.3, GC-A act 3 and ADAM10 inh -10.
